# HUVEC tox IL1B: HUVEC cytotoxicity counter-screen, IL-1B stimulated; HUVEC cell count loss, Hoechst imaging; cell count reduction, % at 2 µM; actives 0.41% (n = 94,000); AID 845;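 active means cell count reduction more than 3 SD above the screen-wide mean, cut at about 70% in these data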;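 further: normalized per plate to untreated control cells as the no-loss baseline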
# VCAM1 TNFa inh: reduces TNF alpha induced VCAM1 expression in HUVEC. HUVEC TNFa-induced VCAM-1 immunofluorescence, high-content imaging. inhibition, % at 2 µM. actives 0.48% (n = 95,000);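 active means inhibition above the batch mean plus 3 SD, with images confirmed as a hit by eye, cut at about 37% in these data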;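 further: 0% = TNF-stimulated DMSO wells and 100% = unstimulated control wells; not every result past the cut was called active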
# Lung fibro prol: blocks proliferation of human lung fibroblasts | viability, % at 10 µM | LL 47 human lung fibroblast viability, ATP luminescence; stronger effect = lower value | AID 719 | actives 1.1% (n = 85,000);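 active means viability at or below 50% in the single dose screen; inactive means viability above 50%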;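 further: compound exposure lasted 72 h before the ATP readout; 100% = median luminescence of untreated cell-only wells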
#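 test system = LL 47 human lung fibroblasts | amount = 1,150 fibroblasts seeded per well | medium = 15% FBS in IMEM | times = overnight cell rest, 72 h compound treatment at 37 °C | measured by = CellTiter-Glo luminescence measuring cellular ATP | read-out = viability percentage against median untreated-cell control | benchmarks = cell-only wells, no compound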
# H69AR growth 86K: growth inhibitors of human H69AR lung tumor cells | H69AR lung tumor viability, ATP luminescence, 72 h; stronger effect = lower value | viability, % at 10 µM | actives 6% (n = 85,000);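 active means viability at or below 40%; inactive means viability above 40%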;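 further: multidrug resistant small cell line overexpressing MRP-1 efflux transporter; 100% = mean luminescence of untreated control wells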
# F-actin modifier: cytoskeleton assembly modification. inhibition, % at 2 µM. HUVEC TNFa F-actin phalloidin imaging, high content. actives 0.18% (n = 91,000);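 active means inhibition above the batch mean plus 3 SD and confirmed as a hit by visual image inspection, cut at about 30% in these data, passing the limit was not always enough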; further: strong numbers were not always called active
# Pyk2 oligo antag: Pyk2 (human) oligomerization antagonism | Q14289 | Q293 cells, Pyk2 FERM NanoBiT luminescence; stronger effect = lower value | z-score (the deposit names both 25 µM and 10 µM) | actives 0.83% (n = 99,000) | AID 1347419;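 active means Z-score of -3 or lower, scaled per plate to the spread of control and sample wells; inactive means z-score above -3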;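 further: negative z-score means lost luminescence so less FERM oligomerization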
# HUVEC inhibit: blocks proliferation of human endothelial cells | HUVEC proliferation, CellTiter-Glo luminescence, 72 h; stronger effect = lower value | viability, % at 10 µM (by protocol) | actives 1.1% (n = 86,000) | AID 648;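 active means viability at or below 30%; inactive means viability above 30%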;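 further: 100% = median luminescence of DMSO-only cell control wells on each plate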
# Smad3 FoxH1 inh: inhibitors of human Smad3 transcription factor binding. inhibition, % at 25 µM. P84022. actives 0.29% (n = 88,000). AID 630. TR-FRET Smad3/Dy647-FoxH1 peptide binding, europium anti-His;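 active means compounds that reduce the energy-transfer binding signal between the protein and its labelled peptide by more than half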;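 further: 0% = Smad3 plus labelled peptide maximal FRET and 100% = peptide-only background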
# Target sequence (P84022 whole entry, looked up): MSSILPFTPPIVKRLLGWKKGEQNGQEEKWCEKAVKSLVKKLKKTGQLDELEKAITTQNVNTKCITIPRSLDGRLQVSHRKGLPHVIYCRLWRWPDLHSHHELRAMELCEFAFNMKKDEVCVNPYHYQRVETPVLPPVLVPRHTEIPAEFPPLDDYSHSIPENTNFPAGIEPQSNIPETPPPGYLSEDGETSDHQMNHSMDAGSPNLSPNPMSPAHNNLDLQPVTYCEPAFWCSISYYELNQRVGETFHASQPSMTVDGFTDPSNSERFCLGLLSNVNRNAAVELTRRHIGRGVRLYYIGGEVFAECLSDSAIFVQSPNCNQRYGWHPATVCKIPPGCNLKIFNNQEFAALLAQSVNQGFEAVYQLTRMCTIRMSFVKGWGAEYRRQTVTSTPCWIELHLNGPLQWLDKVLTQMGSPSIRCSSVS
# HUVEC tox TNFa: toxic to HUVEC cells under TNF alpha stimulation; HUVEC TNFalpha-stimulated, Hoechst cell count, imaging; cell count reduction, % at 2 µM; actives 0.17% (n = 93,000); AID 848;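 active means cell count reduction exceeding the screen mean by over 5 SD, scaled to untreated wells per plate, cut at about 78% in these data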;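 further: cells counted after 24 h of TNF alpha exposure following the 1 h pretreatment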
# The depositor's hits bear a star; . = no result given; [ ] = dose if it differs, or a comment. These rows are one share of the data; the hit share may differ from the screen's.
SMILES,HUVEC tox IL1B,VCAM1 TNFa inh,Lung fibro prol,H69AR growth 86K,F-actin modifier,Pyk2 oligo antag,HUVEC inhibit,Smad3 FoxH1 inh,HUVEC tox TNFa
CCc1ccccc1N1C(=O)c2cccc3c(N4CCOCC4)c([N+](=O)[O-])cc(c23)C1=O,14,0,.,.,-11,-3*,.,.,6
Cc1ccc(Nc2nnc(SCC(=O)Nc3ccc(S(=O)(=O)N4CCOCC4)cc3)s2)cc1,84*,17,99,82,20,-2.7,89,10,0
COc1cc(C2C3C(=O)N(Cc4ccccc4)C(=O)C3ON2c2ccccc2)cc(OC)c1O (stereo not drawn),-43,1,100,.,.,-1.1,92,0,-23
O=S(=O)(/N=S1/CC=CCN1S(=O)(=O)c1ccccc1)c1ccccc1 (stereo not drawn),-11,19,81,79,3,-0.17,90,6,-23
Nc1nc2n(n1)C(c1ccco1)CC(c1ccc(F)cc1)N2 (stereo not drawn),22,6,93,100,1,.,103,6,28
N#Cc1cc2c(nc1SCc1ccncc1)CCC2,19,.,97,89,.,0.49,104,10,.
Cc1ccc(/C=N\NC(=O)Cn2nnc3ccccc32)o1,31,33,.,.,19,0.01,.,.,6
CCc1cc(=O)oc2c(CN3CCN(C)CC3)c(O)c(Cl)cc12,11,28,106,99,4,-0.1,102,-17,2
O=C(Nc1cccc(OCC(=O)N2CCOCC2)c1)C1CCCCC1,10,-2,96,96,11,-0.56,89,3,8
CCc1ccc(S(=O)(=O)NCc2csc(C)n2)s1,8,5,93,82,-3,0.89,92,7[fluorescence artefact?],-2
CCc1cc2cc(C(=O)N3CCN(c4ccccc4)CC3)sc2s1,-14,10,99,96,.,-0.2,88,7,-88
Cc1cc(C(=O)CSc2nnc(-c3ccc(Cl)cc3)n2C)c(C)n1CC1CCCO1 (stereo not drawn),8,13,97,95,-10,1.2,90,-10,-1
CCOC(=O)c1c(C)nc2sc3c(=O)n(-c4ccc(C(C)=O)cc4)nnc3c2c1-c1ccc(Cl)cc1,-8,-11,.,.,4,-1.5,.,.,-1
O=C(CCn1c(=O)[nH]c2ccsc2c1=O)N1CC(=O)N(CCc2ccccc2)C(=O)C1,-8,-2,103,108,1,0.38,97,3,-1
CCOc1ccc(C2Sc3ccccc3NC3=C2C(=O)OC3)cc1 (stereo not drawn),-11,4,94,80,21,-2.6,93,3,-20
O=P(O)(c1ccc(Cl)cc1)c1ccc(Cl)cc1,4,1,103,99,-24,-1,98,44[fluorescence artefact?],5
COc1ccc(NC(=O)c2c(Cl)n(C)c3ccccc23)cc1,-14,19,.,.,-20,-1.1,.,.,-13
Cc1c(-c2nn(C)c(=O)c3ccccc23)oc2ccc(F)cc2c1=O,-26,-23,105,65,-9,-0.04,110,32,-14
Oc1c(I)cc(Cl)c2cccnc12,.,.,70,8.3*,.,.,12*,13,.
O=S(=O)(O/N=C1\CCCc2ccccc21)c1ccc(Cl)cc1,4,5,103,96,13,0.17,94,7[fluorescence artefact?],-11

# Individual results from the entries so far.
# Reading for Cc1ccc(Nc2nnc(SCC(=O)Nc3ccc(S(=O)(=O)N4CCOCC4)cc3)s2)cc1 in VCAM1 TNFa inh: 17
# Reading for COc1ccc(NC(=O)c2c(Cl)n(C)c3ccccc23)cc1 in F-actin modifier: -20
# Reading for CCc1cc(=O)oc2c(CN3CCN(C)CC3)c(O)c(Cl)cc12 in Pyk2 oligo antag: -0.1
# Reading for Cc1ccc(/C=N\NC(=O)Cn2nnc3ccccc32)o1 in VCAM1 TNFa inh: 33

# (next part)
SMILES,HUVEC tox IL1B,VCAM1 TNFa inh,Lung fibro prol,H69AR growth 86K,F-actin modifier,Pyk2 oligo antag,HUVEC inhibit,Smad3 FoxH1 inh,HUVEC tox TNFa
CCOC(=O)c1ccc(-n2nc(C(F)(F)F)c3c(C)cc(=O)oc32)cc1,-9,-57,101,81,4,.,84,-11,-9
Cc1cc(C)cc(N2C(=O)C3CC=CCC3C2=O)c1 (stereo not drawn),5,-12,100,97,3,1.1,100,-13,-12
CCN1CCN(Cc2nc3c(c(=O)n(C)c(=O)n3C)n2Cc2ccc(Cl)cc2Cl)CC1,.,.,97,69,.,.,102,8,.
COCCN1C(=O)c2oc3ccccc3c(=O)c2C1c1ccc(C(=O)OC)cc1 (stereo not drawn),.,.,98,105,.,.,101,1,.
COc1ccc(OC)c(C2SCCN2S(=O)(=O)c2cccc(C(F)(F)F)c2)c1 (stereo not drawn),-9,12,91,95,13,-1.3,98,-2,-5
CC(=O)Oc1ccc(-c2nc(-c3cccnc3)no2)cc1,21,9,98,84,24,-0.3,97,0,-7
O=C(CSc1nc2ccccc2o1)Nc1nc2ccc(Br)cc2s1,17,0,.,.,-18,1.7,.,.,-21
Cc1ccc(Cn2c(NCCCn3ccnc3)nc3c2c(=O)n(C)c(=O)n3C)cc1,4,4,101,81,23,-0.21,91,-8,-30
O=C(Nc1ccc2c(c1)oc1ccccc12)c1ccc(Br)o1,-36,-13,85,76,15,1.5,56,2,-50
CNC(=O)c1ccc(-c2ccc(F)cc2)s1,.,-8,101,94,-4,1.2,96,8,7

# Part of the list above in a different format:
Cc1cc(C)cc(N2C(=O)C3CC=CCC3C2=O)c1 (stereo not drawn)
  HUVEC tox IL1B: 5
  VCAM1 TNFa inh: -12
  Lung fibro prol: 100
  H69AR growth 86K: 97
  F-actin modifier: 3
  Pyk2 oligo antag: 1.1
  HUVEC inhibit: 100
  Smad3 FoxH1 inh: -13
  HUVEC tox TNFa: -12

CC(=O)Oc1ccc(-c2nc(-c3cccnc3)no2)cc1
  HUVEC tox IL1B: 21
  VCAM1 TNFa inh: 9
  Lung fibro prol: 98
  H69AR growth 86K: 84
  F-actin modifier: 24
  Pyk2 oligo antag: -0.3
  HUVEC inhibit: 97
  Smad3 FoxH1 inh: 0
  HUVEC tox TNFa: -7

# Printed as active in Pyk2 oligo antag, of those listed so far:
molecule	VCAM1 TNFa inh	F-actin modifier	Pyk2 oligo antag	Smad3 FoxH1 inh
CCc1ccccc1N1C(=O)c2cccc3c(N4CCOCC4)c([N+](=O)[O-])cc(c23)C1=O	0	-11	-3*	.

# Not a retest: entries from further up.
SMILES,HUVEC tox IL1B,VCAM1 TNFa inh,Lung fibro prol,H69AR growth 86K,F-actin modifier,Pyk2 oligo antag,HUVEC inhibit,Smad3 FoxH1 inh,HUVEC tox TNFa
COc1ccc(OC)c(C2SCCN2S(=O)(=O)c2cccc(C(F)(F)F)c2)c1 (stereo not drawn),-9,12,91,95,13,-1.3,98,-2,-5
CC(=O)Oc1ccc(-c2nc(-c3cccnc3)no2)cc1,21,9,98,84,24,-0.3,97,0,-7
O=C(CSc1nc2ccccc2o1)Nc1nc2ccc(Br)cc2s1,17,0,.,.,-18,1.7,.,.,-21
Cc1ccc(Cn2c(NCCCn3ccnc3)nc3c2c(=O)n(C)c(=O)n3C)cc1,4,4,101,81,23,-0.21,91,-8,-30
O=C(Nc1ccc2c(c1)oc1ccccc12)c1ccc(Br)o1,-36,-13,85,76,15,1.5,56,2,-50
CNC(=O)c1ccc(-c2ccc(F)cc2)s1,.,-8,101,94,-4,1.2,96,8,7

# Next results follow.
SMILES,HUVEC tox IL1B,VCAM1 TNFa inh,Lung fibro prol,H69AR growth 86K,F-actin modifier,Pyk2 oligo antag,HUVEC inhibit,Smad3 FoxH1 inh,HUVEC tox TNFa
Cc1ccc(/C(C#N)=C\c2ccc(N3CCOCC3)o2)cc1,7,-7,.,.,4,0.62,.,.,-18
N#Cc1c(NC(=O)CSc2nnc(-c3ccccc3O)n2-c2ccccc2)sc2c1CCCC2,-7,10,99,49,-3,-0.46,87,-2,-7
COc1ccc(Cc2nnc(SC)[nH]c2=O)cc1,1,2,94,81,8,0.73,100,11,-10
COc1ccc(C(=O)NCc2nnc(SCC(=O)N3CCc4ccccc43)o2)cc1OC,-23,-21,89,80,21,0.82,93,2,-16
CCC(=O)Oc1ccc(C2N(C(=O)CC)CCN2S(=O)(=O)c2ccc(C)cc2)cc1OC (stereo not drawn),1,24,94,99,-6,0.14,93,-7,3
CC(=O)NC(=S)c1c(N)n(Cc2ccccc2)c(=O)n(C)c1=O,.,.,97,68,.,.,89,-4,.
COc1ccc(S(=O)(=O)N2CCC(C(=O)NCc3ccccn3)CC2)cc1OC,7,2,105,100,11,0.7,101,-3,-1
Cn1c(=O)[nH]c(=O)c2c1nc(Br)n2CC(O)COCc1ccccc1 (stereo not drawn),-77,5,98,87,28,0.34,107,-3,-14
CCOC(=O)c1ccoc1CSCC(=O)N1CCN(S(=O)(=O)c2ccc(C)cc2)CC1,.,.,91,75,.,0.2,98,12,.
CCC(=O)c1cc(F)c(N2CCN(C(=O)c3ccco3)CC2)cc1C,.,.,95,92,.,.,102,8,.
Cc1ccc(C(=O)n2nc(-c3cccnc3)nc2N)cc1,34,4,99,104,-12,0.94,109,1,3
O=C(O)C1C(c2ccccc2)C(C(=O)Oc2ccccc2)C1c1ccccc1 (stereo not drawn),9,-12,94,92,.,0.35,87,-6,-3
Cc1cc(C)n(-c2nc3c(c(=O)n(C)c(=O)n3C)n2C)n1,.,.,102,92,.,0.26,99,4,.
Cc1oc(-c2ccccc2F)nc1CS(=O)(=O)CC(=O)N1CCc2ccccc21,.,.,91,77,.,.,74,-2,.
O=C(NCCc1ccccc1Cl)C1CCN(S(=O)(=O)c2cccs2)CC1,-13,-4,106,83,8,-0.77,90,5,-20
Cn1c(=NC(=O)C2CC2)sc2cc(F)cc(F)c21,.,.,87,89,.,.,84,6,.
CC1CCN(C(=O)CSc2ccc3nnc(-c4ccccc4)n3n2)CC1,.,.,107,88,.,.,106,-6,.
COCCN(Cc1cc2cc(C)cc(C)c2nc1Cl)C(=O)Nc1ccccc1,-23,3,.,.,-29,-1.5,.,.,-2
COc1ccccc1NC(=O)CSc1nnc(-c2ccc(C)cc2)o1,2,8,98,86,13,0.12,91,7[fluorescence artefact?],-25
O=C(Nc1ccc(S(=O)(=O)NCCc2ccccc2)cc1)c1ccco1,-42,13,101,107,-44,-0.18,113,3,0
Cc1ccc(N(C)C(=O)N2CCN(S(=O)(=O)c3ccc4ccccc4c3)CC2)cc1,-6,-10,.,.,9,-1.8,.,4,-17
Cc1ccc(Cl)cc1N1CCN(C(=O)Cc2cn(C)c3ccccc23)CC1,.,4,83,34*,7,0.06,77,-8,-26
O=C(CN(c1ccc(Cl)c(C(F)(F)F)c1)S(=O)(=O)c1ccccc1)N1CCOCC1,-10,10,90,89,7,-1,88,6,1
Cc1ccc(S(=O)(=O)N2CCCCC2C(=O)N2CCN(Cc3ccccc3)CC2)cc1 (stereo not drawn),11,21,96,76,19,1.4,97,-1,-15
Cn1nc(-c2ccc(Cl)cc2)c2cc(C(=O)N3CCOCC3)sc21,4,-4,94,82,-3,.,79,-3,-31
CCC1=NN(C(=O)C(=O)Nc2ccccc2OC)C(O)(C(F)(F)F)C1 (stereo not drawn),-7,-14,.,.,9,1.2,.,.,-6
COc1cccc(-n2nnc3c(=O)n(CC(=O)N4CCC(C)CC4)cnc32)c1,-28,12,100,84,-13,0.44,100,-2,-20
CCCCN(C)CCn1c(=S)[nH]c2ccc(N3CCOCC3)cc2c1=O,.,.,95,99,.,0.95,107,6,.
CCCC(=O)N1c2ccccc2C(N(C(C)=O)c2ccccc2)CC1C (stereo not drawn),-7,5,93,89,22,1.6,93,-7,-26
COc1ccc(N=c2scc(-c3ccc(OC)cc3)n2CCO)cc1,-29,6,92,89,-8,-0.58,69,-5,4
O=C1CSC(=S)N1CC1CCCO1 (stereo not drawn),31,21,93,20*,11,-0.32,95,9,-32
CCn1c(CNc2ccc(F)cc2)nnc1SCC(=O)N1CCCc2ccccc21,-8,-5,95,89,33,0.42,90,-4,-29
